S100A4 inh HTS: blocks human S100A4 binding to myosin IIA peptide; P26447; S100A4/TAMRA-MyoIIA peptide fluorescence polarization; inhibition, % at 10.7 µM; 360,000 compounds, 0.14% hits; AID 652163;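 active means mean inhibition of at least 70% across replicates, with every replicate also reaching that level; inconclusive means mean inhibition reaches 70% but some replicates fall short; inactive means mean inhibition below 70%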
Target sequence (P26447 whole entry, looked up): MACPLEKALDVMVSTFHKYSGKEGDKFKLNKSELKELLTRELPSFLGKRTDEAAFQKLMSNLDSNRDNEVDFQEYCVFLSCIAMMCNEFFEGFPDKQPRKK
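Material: S100A4 monomer (human). Medium: Calcium-containing HEPES buffer, pH 7.2. Probe or stimulus: labelled myosin peptide probe, 5 nM. Compound dosing: one concentration per compound. Timing: polarization read 5 min after assay mix addition, stable 5–60 min. Benchmarks: DMSO as neutral control, TFP as positive control.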
E-sel inducer: E-selectin induction on HUVECs; AID 686992; 260,000 compounds, 0.37% hits; HUVEC E-selectin immunofluorescence imaging; normalized: neutral wells 0, TNF-alpha wells 100; P16581; activation, % at 7.58 µM;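 active means mean E-selectin-positive cell signal at least 10% of the positive control, reached in at least 60% of replicates, without over 20% cell loss; inconclusive means no rule given, readout overlaps actives, possibly toxicity-flagged; inactive means the rest, including those meeting only one limit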;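 further: in these data hits start at about 27%; measured in HUVEC primary endothelial cells; signal is the percent of cells scored E-selectin positive by PE staining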
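Material: HUVEC primary endothelial cells; Amount: 3,000 cells per well; Dosing: single concentration; Medium: EGM-2 growth medium on 0.1% gelatin-coated wells; Read-out basis: percent E-selectin-positive cells; Signal: immunofluorescence imaging; Control set: TNF-alpha, DMSO.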
RAD52 inh: blocks human RAD52 DNA annealing | P43351 | recombinant RAD52 DNA annealing, FRET fluorescence | inhibition, % at 18.7 µM | 360,000 compounds, 0.46% hits;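 active means every replicate showing at least 50% inhibition; inconclusive means mean inhibition at least 50% but not in every replicate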
XiGFP reactiv: X-chromosome reactivation activator; XiGFP mouse fibroblasts, % GFP-positive cells imaging, 3 d; cells co-treated with 5-aza-dC sensitizer; scaled so ellipticine positive control = 100%; activation, % at 7.58 µM; 360,000 compounds, 0.055% hits; AID 743238;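 active means mean normalized replicate activation at least 10% and every replicate at or above 10%; inconclusive means only one of the two criteria met; inactive means mean below 10% and not all replicates reach 10%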;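 further: 0% = median of on-plate neutral control wells and 100% = ellipticine 6 µM median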
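material = 68-5-11 XiGFP fibroblast line | medium = DMEM plus 5-aza-dC sensitizer | schedule = 3 days compound exposure | benchmarks = positive control ellipticine, 6 µM final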
ERAP1 inh: blocks human ERAP1 aminopeptidase activity; recombinant ERAP1, Leu-AMC fluorescence, 60 min; inhibition, % at 10.7 µM; 340,000 compounds, 0.15% hits;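 active means mean replicate inhibition of at least 30%, or all replicates individually reaching that 30% level; inactive means mean below 30% and not every replicate reaching it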;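 further: 0% = neutral control wells and 100% = L-leucinethiol positive control wells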
ERp5 block: inhibitors of human ERp5 | Q15084 | AID 651711 | inhibition, % at 9.99 µM | ERp5 insulin aggregation, absorbance 650 nm, 90 min | 350,000 compounds, 0.05% hits;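 active means mean replicate inhibition above about 25%, with every replicate also reaching it, limit read from the data, passing the limit was not always enough; inconclusive means only one of those two criteria met; inactive means neither criterion met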
RAD54 inh: blocks human RAD54 Holliday junction branch migration; FAM/BHQ fluorescence; inhibition, % at 10.4 µM; 360,000 compounds, 0.14% hits;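 active means mean normalized replicate activity at least 40 and at least half of replicates scoring 40 or more; inconclusive means only one of the two criteria met; inactive means mean below 40 and under half of replicates reaching 40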;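 further: 0% = median of neutral control wells and 100% = median of positive control wells; inhibitors cause a drop in the FAM fluorescence signal; in these data hits start at about 50%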
Target sequence (Q92698 whole entry, looked up): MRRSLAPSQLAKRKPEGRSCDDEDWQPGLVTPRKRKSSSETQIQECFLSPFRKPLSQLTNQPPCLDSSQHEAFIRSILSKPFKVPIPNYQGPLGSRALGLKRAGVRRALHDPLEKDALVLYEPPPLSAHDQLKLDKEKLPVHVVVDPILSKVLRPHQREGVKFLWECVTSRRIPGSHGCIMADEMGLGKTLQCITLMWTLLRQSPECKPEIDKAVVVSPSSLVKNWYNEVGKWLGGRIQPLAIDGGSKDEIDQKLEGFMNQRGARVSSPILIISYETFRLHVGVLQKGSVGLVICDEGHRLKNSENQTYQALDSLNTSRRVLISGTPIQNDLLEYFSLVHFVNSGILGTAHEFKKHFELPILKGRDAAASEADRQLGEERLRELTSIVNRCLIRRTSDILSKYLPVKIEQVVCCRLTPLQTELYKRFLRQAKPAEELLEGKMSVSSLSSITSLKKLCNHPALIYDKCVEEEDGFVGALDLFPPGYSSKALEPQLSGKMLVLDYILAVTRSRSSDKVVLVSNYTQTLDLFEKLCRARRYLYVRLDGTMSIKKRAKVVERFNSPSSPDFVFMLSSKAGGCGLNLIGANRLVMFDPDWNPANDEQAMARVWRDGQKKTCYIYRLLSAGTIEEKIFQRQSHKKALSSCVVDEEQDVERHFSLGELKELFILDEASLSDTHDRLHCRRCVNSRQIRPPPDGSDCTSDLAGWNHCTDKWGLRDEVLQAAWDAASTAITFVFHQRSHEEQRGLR
esBAF inh: SWI/SNF esBAF complex inhibition. mouse ES cells, Bmi1-luciferase knock-in reporter, 24 h; 100% = twice the neutral-well signal. reporter increase, % at 12.5 µM. 350,000 compounds, 2% hits; in the data active means activation above about 40%; inconclusive means no clear call, values can overlap the other calls;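 further: 0% = median of the plate's neutral control wells and 100% = double that signal; a rise in the Bmi1 reporter signal indicates esBAF inhibition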
An asterisk follows results filed as active; i = inactive; ? = inconclusive; nt = not tested or not shown.

Structure,S100A4 inh HTS,E-sel inducer,RAD52 inh,XiGFP reactiv,ERAP1 inh,ERp5 block,RAD54 inh,esBAF inh
CCN(CC(=O)Nc1ccccc1C(F)(F)F)C(=O)CCc1c(C)[nH]c(=O)c(C#N)c1C,-1,0.1,-16,0.2,2,4,0,3
CC=Cc1ccc2n(c1=O)C[C@@H]1[C@@H](CO)[C@H](C(=O)N(C)C)[C@H]2N1CC1CCOCC1 (mixture of isomers),-14,0.1,4,0.7,0,4,-2,-6
Cc1ccc(NC(=O)Nc2cccc3ccccc23)cc1,-5,nt,-9,0.0,1,6,-7,29
CCN1C(=NCCOC)N[C@@H](c2cccc(C(F)(F)F)c2)C(C(=O)OC)=C1C,-2,0.5,-32,0.2,13,-7,-5,-16
O=C(Nc1nnc(SCc2ccc(F)cc2)s1)c1ccc2ncsc2c1,6,nt,-22,-0.1,6,5,nt,nt
CC(C)CNC(=O)c1cccc(NC(=O)c2ccc(Cl)c([N+](=O)[O-])c2)c1,-4,nt,-8,0.0,-3,-3,nt,nt
CC(=O)c1ccc(NC(=O)C2CCCN2S(=O)(=O)c2ccc(C)cc2)cc1 (configuration not stated),0,0.1,-3,0.0,0,2,6,4
O=C(COC(=O)/C=C/c1ccc(F)cc1)NC1CCCCCC1,-2,3.6,-6,-0.1,-2,4,2,5
O=C(C[C@@H]1CC[C@@H]2[C@H](COC[C@@H](O)CN2C(=O)Nc2ccc(Cl)cc2)O1)NC1Cc2ccccc2C1,-4,0.3,-12,0.0,0,-4,-3,22
CC(CNS(=O)(=O)c1ccc(Cl)cc1)n1cncn1 (configuration not stated),0,nt,6,0.0,-4,1,7,-3
Cc1cc(C)c(S(=O)(=O)NCCOc2ccccc2)c(C)c1-n1cnnn1,14,nt,-12,0.4,4,0,-6,2
C[C@H](CO)N1C[C@H](C)[C@H](CN(C)C(=O)C2CCC2)Oc2cc(C#CCN(C)C)ccc2S1(=O)=O,-11,0.4,-6,0.0,0,0,4,1
CCn1c(C)cc(C(=O)CSc2nnc(-c3ccco3)o2)c1C,-10,nt,-62,0.0,-6,4,0,34
COc1ccc2c3c(n(C)c2c1)[C@H](CO)N(C(=O)Nc1ccccc1F)CC31CN(C(=O)c2ccccc2F)C1,8,-0.3,19,0.1,-1,6,nt,nt
CCOc1ccc(CCN2C(=S)N([C@@H](CC(C)C)CN3CCCC3CN3C(=S)NC[C@@H]3Cc3ccccc3)C[C@@H]2CC(C)C)cc1 (some centres not stated),10,nt,-75,0.1,0,1,nt,nt
CC(=O)O[C@@H]1C[C@H](c2ccccc2)OC(=O)CCCCC1=O,-6,0.0,-2,-0.1,1,3,nt,nt
O=c1cc(O)c2ccc(O)cc2o1,26,nt,-12,nt,0,-1,-4,3
Cc1cccc(-c2nnc(SCC(=O)N3CCOCC3)o2)c1,-2,nt,-17,0.0,6,-1,-11,29
Cc1ccc(C(=O)O)cc1[N+](=O)[O-],-1,nt,-9,nt,3,0,-1,-6
COc1cc([N+](=O)[O-])ccc1NC(=O)/C=C/C(=O)O,-13,0.0,-8,-0.1,-1,1,nt,nt
O=C(c1cccnc1)N1C[C@@H]2[C@H](c3ccccc31)[C@H](CO)N2C(=O)Nc1ccccc1Cl,11,-0.1,-11,0.1,2,2,-10,-2
Cc1cc2occ(CC(=O)N(C)CC(=O)Nc3ccccc3Cl)c2cc1C,0,-0.1,8,0.2,-2,-8,nt,nt
COc1ccccc1Nc1ncnc2c1c(C)c(C)n2CCO,-2,-0.4,0,0.1,0,3,10,29
N#Cc1ccccc1CSc1ncccc1C(=O)O,-6,16,-4,0.2,-46,2,-1,-2
Cc1ccc(NC(=S)N/N=C2\CC(C)(C)Oc3ccc(O)cc32)cc1,4,nt,-4,0.3,-1,4,nt,5
NC(=O)c1ccsc1NC(=O)COC(=O)COc1ccccc1[N+](=O)[O-],0,0.4,-29,-0.1,2,4,5,2
COc1ccc(-c2cnc(SCC(=O)Nc3cc(C)on3)n2Cc2ccco2)cc1,1,nt,-11,nt,6,-1,-2,nt
CCCCNC(=O)C(=O)Nc1ccc2c(c1)N(S(=O)(=O)c1cccs1)CCC2,-3,nt,0,0.4,-2,1,-5,6
O=C(CNC(=O)c1cccc(S(=O)(=O)N2CCc3ccccc32)c1)Nc1ccc(F)c(F)c1F,1,nt,-15,-0.1,-4,-5,-20,0
COc1cc(CN2C(=O)C(C)ON=C2c2cccs2)cc(OC)c1 (configuration not stated),-1,nt,-12,0.1,nt,2,6,3

Individual results from the entries so far.
In E-sel inducer, CC=Cc1ccc2n(c1=O)C[C@@H]1[C@@H](CO)[C@H](C(=O)N(C)C)[C@H]2N1CC1CCOCC1 (mixture of isomers) has the entry 0.1
In ERAP1 inh, CCn1c(C)cc(C(=O)CSc2nnc(-c3ccco3)o2)c1C has the entry -6
In S100A4 inh HTS, O=C(Nc1nnc(SCc2ccc(F)cc2)s1)c1ccc2ncsc2c1 has the entry 6
In esBAF inh, Cc1cccc(-c2nnc(SCC(=O)N3CCOCC3)o2)c1 has the entry 29

Structures from the list above with a CF3 group (2):
Structure,S100A4 inh HTS,E-sel inducer,RAD52 inh,XiGFP reactiv,ERAP1 inh,ERp5 block,RAD54 inh,esBAF inh
CCN(CC(=O)Nc1ccccc1C(F)(F)F)C(=O)CCc1c(C)[nH]c(=O)c(C#N)c1C,-1,0.1,-16,0.2,2,4,0,3
CCN1C(=NCCOC)N[C@@H](c2cccc(C(F)(F)F)c2)C(C(=O)OC)=C1C,-2,0.5,-32,0.2,13,-7,-5,-16

Later entries.
Structure,S100A4 inh HTS,E-sel inducer,RAD52 inh,XiGFP reactiv,ERAP1 inh,ERp5 block,RAD54 inh,esBAF inh
CCCCCCn1c(N)c(C#N)c2ccc([N+](=O)[O-])cc2c1=O,-6,nt,-42,0.0,0,6,nt,nt
O=C(C1=C[C@H](c2ccccc2)C[C@H](OCc2ccc(CO)cc2)O1)N1CCCC1,-1,nt,-12,nt,-5,-4,nt,nt
O=C(O)CCC(=O)N1CCN(c2ncccn2)CC1,0,nt,-11,0.2,1,-1,nt,nt
CNC[C@H]1Oc2c(NC(=O)Nc3ccc(C(F)(F)F)cc3)cccc2C(=O)N([C@H](C)CO)C[C@H]1C,-9,0.2,7,-0.2,5,-4,2,0
Cc1ccc([C@H]2C[C@H](O)[C@@H](n3cc(C4CC4)nn3)CN2Cc2cccs2)cc1,14,0.1,-22,-0.1,1,0,-2,47*
O=S1(=O)[C@H]2C[C@@H]3C=C[C@@]2(CN1Cc1ccccc1F)O3,-5,nt,-8,0.1,2,-2,-4,-2
COC(=O)[C@H](Cc1c[nH]c2ccccc12)NC(=O)CCCc1c[nH]c2ccccc12,-6,-1.7,-7,-0.1,0,4,0,-13
C/C=C/c1ccc2c(c1)O[C@@H](CN(C)C(=O)c1ccccc1)[C@H](C)CN([C@@H](C)CO)S2(=O)=O,10,0.6,0,0.2,0,0,-5,10
CN(c1ccccc1)S(=O)(=O)c1cccc(NC(=O)COc2ccccc2)c1,1,3.0,-23,0.0,-2,2,10,8
O=C(c1ccccc1OCc1ccc(Cl)cc1)N1CCN(c2ccccn2)CC1,-5,4.3,-5,0.4,4,-4,-3,-2
COCC(=O)N1[C@H](C#N)[C@@H](c2ccc(C3=CCCCC3)cc2)[C@@H]1CO,2,-0.5,-16,0.1,-2,1,8,-7
CN(CC(=O)Nc1ccc2c(c1)OCCO2)S(=O)(=O)c1cccc2cccnc12,20,nt,-18,-0.1,-2,0,13,-1
O=C(CS(=O)(=O)c1ccccc1)Nc1ccccn1,1,nt,-4,-0.1,6,-3,nt,nt
CC1(C)CC2CC(C)(CN2C(=O)c2cc(-c3ccccc3O)on2)C1 (configuration not stated),-4,0.3,-13,0.0,0,8,0,6
CO[C@H](CN(C)S(=O)(=O)c1cccc(Cl)c1)[C@H](C)CN([C@@H](C)CO)S(=O)(=O)c1cccc(Cl)c1,-8,0.1,14,0.0,3,0,-6,6
COc1ccc(N2C(=O)c3ccccc3NC2c2ccc(OC)c(CSc3ccccn3)c2)cc1 (configuration not stated),-3,nt,-16,nt,0,-5,5,19
Cc1ccc(NC(=O)COC(=O)CN2CCSC2=O)cc1Cl,0,0.0,-13,-0.1,0,1,-3,2
COc1c([N+](=O)[O-])cc(C(=O)NNC(=O)c2ccc(C)cc2)cc1[N+](=O)[O-],11,nt,-17,0.0,2,-2,3,2
CCNC(=O)Cc1c(OC)ccc2cc(Br)ccc12,3,nt,-4,0.1,0,3,-5,-5
CCCC#Cc1cnc2c(c1)C(=O)N([C@@H](C)CO)C[C@@H](C)[C@@H](CN(C)C(=O)Nc1ccc(OC)cc1)O2,-1,-1.0,24,0.5,1,-4,-1,-1
Cn1c(=O)oc2cc(S(=O)(=O)N3CCC(C(=O)NCc4ccccc4Cl)CC3)ccc21,0,nt,-3,0.3,-1,7,-1,-3
Cc1csc(NC(=O)CCNC(=O)c2ccccc2Cl)n1,6,4.7,-7,0.1,1,6,nt,nt
O=C(CNC(=O)c1ccccc1F)OCc1nc2ccccc2s1,3,0.0,-31,?,1,1,nt,nt
Cc1ncoc1C(=O)N1CCCC(N2CCN(c3ccccc3F)CC2)C1 (configuration not stated),-4,nt,-19,0.0,-6,3,-1,1
CCCCN(C=O)c1c(CC)nc2ccc(C(=O)N3CCN(C)CC3)cn12,3,-0.1,-11,0.0,2,-1,-4,-2
COC(=O)Cn1cnc2scc(-c3ccc(C)c(C)c3)c2c1=O,1,nt,7,0.1,-2,2,1,1
Cc1ccccc1C(=O)/C=C1/SCC(=O)N1C,3,0.3,i,0.0,nt,-3,nt,nt

Assay outcomes from PubChem BioAssay.
